Bioassay records as filed in PubChem BioAssay.
Exocytosis inh = blocks lytic granule exocytosis. TALL-104 LAMP-1 surface exposure, flow cytometry; cells stimulated with thapsigargin and PMA. inhibition, % at 10 µM. hit rate 0.66% among 360,000;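 active means inhibition above about 55%, limit read from the data; inconclusive means no clear call, values can overlap the other calls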
HIF-2a inh = HIF-2a inhibition; 786-0 RCC cells HIF-2a reporter, luciferase luminescence, overnight; inhibition, % at 18.8 µM; hit rate 0.72% among 360,000;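 active means inhibition of the luminescence signal of 40% or more relative to plate controls, in a single-dose primary screen at 18.75 µM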
PDI inh = PDI (human) enzyme inhibition | hit rate 0.052% among 350,000 | PDI insulin aggregation turbidity, A650, 90 min | inhibition, % at 10 µM | P07237;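 active means mean inhibition across replicates of 30% or more, whatever share of single replicates reach that level; inconclusive means mean inhibition below 30% while every single replicate reaches 30%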;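 further: absorbance from insulin aggregation driven by PDI reduction with DTT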
Target sequence (P07237 whole entry, looked up): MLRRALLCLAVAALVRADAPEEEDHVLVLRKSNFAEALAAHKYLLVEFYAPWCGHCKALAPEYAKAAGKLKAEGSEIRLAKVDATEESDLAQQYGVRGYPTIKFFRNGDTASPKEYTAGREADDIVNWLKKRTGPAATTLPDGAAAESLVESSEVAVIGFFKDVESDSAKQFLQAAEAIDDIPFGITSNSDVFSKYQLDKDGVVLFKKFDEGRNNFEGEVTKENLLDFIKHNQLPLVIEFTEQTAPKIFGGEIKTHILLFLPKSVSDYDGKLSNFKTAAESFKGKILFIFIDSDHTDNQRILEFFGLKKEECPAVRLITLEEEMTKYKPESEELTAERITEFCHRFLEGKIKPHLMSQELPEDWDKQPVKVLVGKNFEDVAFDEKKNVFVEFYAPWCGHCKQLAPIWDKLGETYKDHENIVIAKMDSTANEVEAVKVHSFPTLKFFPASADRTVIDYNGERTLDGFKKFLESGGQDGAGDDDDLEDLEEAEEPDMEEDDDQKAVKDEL
Vif imaging = inhibitors of HIV Vif | HEK293T cells, Vif self-association by quenched fluorescence, imaging, 24 h | hit rate 0.35% among 340,000 | inhibition, % at 7.49 µM; in the data active means inhibition above about 50%, passing the limit was not always enough; inconclusive means no clear call, values can overlap the other calls; inactive means below about 31%; further: some results filed as inactive read as strong as hits
TRPM1 prom inh = MITF TRPM1 promoter inhibition in SK-MEL-5 cells | SK-MEL-5 TRPM1 promoter luciferase, 24 h | inhibition, % at 12.5 µM | hit rate 0.83% among 330,000 | AID 488899;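 active means mean inhibition across replicates of 60% or more, whatever share of single replicates reaches that level; inconclusive means some that reach 60%, reason not given; inactive means mean inhibition across replicates below 60%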; further: values of inactives mirror those of a sister screen read the other way
Peg3 promoter = reduces Peg3 promoter-driven luciferase expression in HeLa | AID 588405 | HeLa PEG-Prom luciferase reporter, luminescence, overnight | inhibition, % at 20 µM | hit rate 1.7% among 360,000;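 active means inhibition of at least 50% at 20 µM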
aDG glyco up = alpha-DG glycosylation activation; Pro5-aDG cells, alpha-DG glycosylation AlphaScreen (IIH6); 0% Pro5, 100% B10-LARGE cell signal; activation, % at 10 µM; hit rate 0.22% among 360,000;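 active means activation of at least 8% versus controls, or a plate z-score of at least 8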;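 further: Pro5 are CHO cells carrying HIG-tagged alpha-DG that lacks glycosylation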
iPSC survival up = hiPSC single-cell survival enhancement; hit rate 0.044% among 360,000; ATPlite luminescence; 100% = ROCK inhibitor wells, 0% = DMSO; AID 602274; survival enhancement, % at 20 µM; in the data active means survival enhancement above about 18%;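 further: cells exposed to compounds for 16 hours before the ATP read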
CaV13 ICDI inh = Disruptors of the CACNA1D IQ motif to Ca2+-dependent inactivation inhibitor domain association, primary screening, Förster resonance energy transfer in intact living … | HEK cells, CFP/YFP FRET ICDI-IQ, plate reader, 10 min; percent FRET-ratio fall versus neutral wells | inhibition, % at 12.3 µM | hit rate 0.098% among 340,000 | AID 743397;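 active means mean replicate inhibition of at least 30% and at least 1% of replicates passing that level; inconclusive means only one of the two criteria is met; inactive means neither criterion is met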;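 further: 0% = median of the neutral control wells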
NR2E3 ag-1 = activates human NR2E3 receptor; Q9Y5X4; CHO-S Gal4-NCOR/VP16-NR2E3 two-hybrid, luciferase; inhibition of corepressor binding, % at 3.98 µM; hit rate 0.35% among 360,000; AID 602229;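 active means inhibition above the mean of all tested compounds plus 3 SD, cut at about 70% in these data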;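 further: 0% = DMSO with NR2E3 transfected cells and 100% = cells lacking NR2E3 construct; higher means lower luciferase signal from less NR2E3 corepressor binding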
Target sequence (Q9Y5X4 whole entry, looked up, the tested form may be a part): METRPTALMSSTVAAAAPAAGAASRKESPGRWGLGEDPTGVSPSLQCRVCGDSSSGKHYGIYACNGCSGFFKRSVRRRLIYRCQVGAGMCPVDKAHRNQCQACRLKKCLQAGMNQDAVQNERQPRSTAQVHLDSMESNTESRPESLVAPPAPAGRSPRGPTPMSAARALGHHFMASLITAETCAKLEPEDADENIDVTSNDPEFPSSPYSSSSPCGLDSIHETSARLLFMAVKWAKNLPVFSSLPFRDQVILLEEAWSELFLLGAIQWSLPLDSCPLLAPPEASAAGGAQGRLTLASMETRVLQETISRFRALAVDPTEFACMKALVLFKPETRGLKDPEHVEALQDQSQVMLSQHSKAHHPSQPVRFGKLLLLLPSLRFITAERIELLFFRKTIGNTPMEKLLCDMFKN
NR2E3 ag-2 = agonists of human nuclear receptor NR2E3. GST-NR2E3/biotin-RetCOR TR-FRET, 1536-well. inhibition of corepressor binding, % at 4.78 µM. hit rate 0.12% among 320,000. AID 2300;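 active means percent inhibition above the cutoff of mean plus 3 SD of all tested compounds, set per screening campaign, cut at about 20% in these data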;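 further: 0% = DMSO wells and 100% = biotin wells as full block of FRET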
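Material: NR2E3–RetCOR corepressor complex / Amount: 1.35 nM GST-NR2E3 / Medium: Tris pH 7.5 / Compound: single nominal compound dose of 4.8 µM / Incubation: 5 h at 4 °C / Technique: TR-FRET, Eu(K)-anti-GST donor, streptavidin-D2 acceptor, ex 340, em 617/671 nm / Read-out basis: percent loss of FRET ratio relative to control wells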
* = called active by the depositor; ? = inconclusive; · = not tested or not shown. Outcome played no part in choosing rows (roughly 3.5% active in at least one column).

SMILES | Exocytosis inh | HIF-2a inh | PDI inh | Vif imaging | TRPM1 prom inh | Peg3 promoter | aDG glyco up | iPSC survival up | CaV13 ICDI inh | NR2E3 ag-1 | NR2E3 ag-2
COC(C[C@H](O)[C@@H](C)[C@H](O)COCc1ccccc1)OC | 0 | 8 | -2 | -4 | 2 | 10 | -0.1 | -2.1 | -10 | 9 | ·
Cc1c(Cl)cccc1N1C(=O)C2ON(c3ccccc3)C(c3cccnc3)C2C1=O (stereo not given) | -1 | 19 | -6 | 1 | 2 | -12 | -0.1 | 1.9 | -6 | -17 | 1
CCC(=O)Oc1ccc(C2NC(=O)c3ccccc3O2)cc1OC (stereo not given) | -1 | 18 | -10 | 0 | 9 | 6 | 0.0 | -0.6 | -19 | -14 | 2
COc1ccc2c(c1)C(CC(C)=O)N(c1ccc(-c3cccs3)cc1)C(c1ccsc1)=C2 (stereo not given) | 9 | -63 | · | · | · | · | 0.0 | -0.9 | -5 | -27 | ·
CCc1ccc(N(CC(=O)NCC2CCCO2)C(=O)CCC(=O)Nc2nccs2)cc1 (stereo not given) | -1 | 12 | -1 | 18 | 5 | 5 | 0.1 | -0.3 | -3 | -28 | 3
CCn1c(CSc2nccn2C)nc2cc(C(=O)O)ccc21 | 10 | 7 | -3 | 9 | 15 | 6 | 0.0 | -4.4 | · | 3 | -1
COc1cccc(NC(=O)C(NCC2CCCCC2)c2ccccc2)c1 (stereo not given) | 1 | 10 | 0 | 8 | -4 | 10 | 0.6 | -1.9 | · | -17 | 1
O=C(NCc1ccccc1)c1cnc(Cl)c(Cl)c1 | 18 | -17 | 9 | -4 | -9 | -38 | -0.1 | -0.4 | -3 | -15 | 3
COc1ccc(OC)c(NC(=O)c2cnn(-c3ccccc3)c2C)c1 | -1 | -91 | 6 | 0 | 3 | -16 | 0.2 | 0.1 | -21 | -24 | -2
Cc1ccc(-c2cc(C(=O)N3CCN(c4ncccn4)CC3)c3ccccc3n2)cc1 | -1 | -260 | 0 | -1 | -8 | -22 | -0.5 | -3.4 | -5 | -46 | 1
N#Cc1ccccc1NC(=O)COC(=O)c1ccc2c(c1)OCCO2 | 5 | -6 | 14 | 8 | 10 | -62 | -0.1 | 2.9 | · | 1 | -5
CN(C)C(=O)c1cccc(-c2cnc3cccnn23)c1 | -14 | -1 | -19 | -5 | · | 6 | 0.0 | 1.4 | -5 | 6 | ·
C/C(=N\NC(=O)c1ccc2c(c1)OCO2)c1ccc2c(c1)OCO2 | -6 | -118 | 7 | 0 | -13 | -135 | 0.1 | -0.5 | -6 | -39 | 0
O=C(O)c1c2c(nc3ccc(S(=O)(=O)N4CCC(C(=O)NCc5ccc(Cl)cc5)CC4)cc13)CCCC2 | -16 | 9 | 6 | 0 | 3 | 13 | -0.1 | 0.5 | -3 | -12 | 2
O=C(N/N=C/c1ccncc1)c1cnccn1 | 7 | 8 | -3 | 0 | 6 | 1 | -0.2 | 0.0 | 2 | -32 | 5
COc1ccc(-c2nnc(-c3ccc(C)cc3)o2)cc1 | -1 | -336 | -7 | 8 | -45 | -361 | 0.0 | -0.6 | -2 | -126 | 2
CCOC(=O)CC1=C(C(=O)OCC)C(c2ccc(OC)cc2OC)C(C#N)=C(N)O1 (stereo not given) | -1 | 2 | 5 | ? | -8 | 5 | -0.1 | 0.2 | -7 | -7 | 2
CC1(C)CC(=O)C2=C(C1)OC(N)=C(C#N)C21CCN(Cc2ccccc2)CC1 | 1 | 10 | 4 | 11 | 14 | -8 | 0.0 | 1.0 | -5 | -9 | 2
Cn1c(=O)c2c(-c3ccccc3)n(-c3cccc(O)c3)cc2n(C)c1=O | 0 | 6 | · | -8 | · | 39 | -0.2 | 0.1 | -5 | -13 | ·
CCOc1ccc(/C=N/O)cc1 | -4 | -26 | -2 | · | -17 | -5 | -0.3 | -1.1 | -5 | -56 | 2
CCOC(=O)C1(C)CCCN1C(=O)c1sccc1C (stereo not given) | -1 | 1 | -7 | 2 | · | 2 | 0.2 | 3.5 | -6 | -17 | ·
CCC(C)Sc1ccc([C@@H]2[C@H]3C(=O)N(CC)C(=O)[C@H]3[C@]3(C(=O)OC)CCCCN23)cc1 (stereo not given in full) | -6 | 19 | 2 | -3 | -2 | 32 | 0.5 | -1.9 | -11 | -23 | 1
O=C(CCS(=O)(=O)c1ccc(Cl)cc1)N1CCN(S(=O)(=O)c2cccs2)CC1 | 1 | 3 | 3 | -1 | -3 | 0 | -0.1 | -4.2 | -4 | 9 | 5
CC1CCCN(CC(=O)N2c3ccccc3Sc3ccccc32)C1 (stereo not given) | -1 | 13 | 1 | -1 | 4 | 9 | 0.1 | -1.8 | -7 | 10 | -3
Cc1nnc(SCC(=O)O)s1 | -2 | 3 | -1 | -2 | -20 | -2 | -0.2 | -0.6 | -2 | 9 | 5

Part of the list above in order of SMILES length, lowest first:
SMILES | Exocytosis inh | HIF-2a inh | PDI inh | Vif imaging | TRPM1 prom inh | Peg3 promoter | aDG glyco up | iPSC survival up | CaV13 ICDI inh | NR2E3 ag-1 | NR2E3 ag-2
CCOc1ccc(/C=N/O)cc1 | -4 | -26 | -2 | · | -17 | -5 | -0.3 | -1.1 | -5 | -56 | 2
O=C(N/N=C/c1ccncc1)c1cnccn1 | 7 | 8 | -3 | 0 | 6 | 1 | -0.2 | 0.0 | 2 | -32 | 5
CCOC(=O)C1(C)CCCN1C(=O)c1sccc1C (stereo not given) | -1 | 1 | -7 | 2 | · | 2 | 0.2 | 3.5 | -6 | -17 | ·
CC1CCCN(CC(=O)N2c3ccccc3Sc3ccccc32)C1 (stereo not given) | -1 | 13 | 1 | -1 | 4 | 9 | 0.1 | -1.8 | -7 | 10 | -3
Cn1c(=O)c2c(-c3ccccc3)n(-c3cccc(O)c3)cc2n(C)c1=O | 0 | 6 | · | -8 | · | 39 | -0.2 | 0.1 | -5 | -13 | ·
CC1(C)CC(=O)C2=C(C1)OC(N)=C(C#N)C21CCN(Cc2ccccc2)CC1 | 1 | 10 | 4 | 11 | 14 | -8 | 0.0 | 1.0 | -5 | -9 | 2
O=C(O)c1c2c(nc3ccc(S(=O)(=O)N4CCC(C(=O)NCc5ccc(Cl)cc5)CC4)cc13)CCCC2 | -16 | 9 | 6 | 0 | 3 | 13 | -0.1 | 0.5 | -3 | -12 | 2

(cont.)
SMILES | Exocytosis inh | HIF-2a inh | PDI inh | Vif imaging | TRPM1 prom inh | Peg3 promoter | aDG glyco up | iPSC survival up | CaV13 ICDI inh | NR2E3 ag-1 | NR2E3 ag-2
CCN1CCN(C(c2cccs2)C(C)NC(=O)C(=O)N2CCCCC2)CC1 (stereo not given) | 3 | 4 | 8 | ? | -3 | 1 | -0.4 | 0.0 | -4 | -25 | 0
CCN1CCN(CCCNC(=O)c2cc3c(=O)oc4ccc(C)cc4c3s2)CC1 | 0 | 9 | -5 | -2 | -5 | -27 | -0.4 | 0.4 | -8 | -11 | 1
O=C(Cn1cc(C(F)(F)F)cc(Cl)c1=O)NCc1ccc(F)cc1 | 2 | -93 | 3 | 26 | -54 | -96 | 0.2 | 0.5 | -4 | -53 | 3
C/C(=N\NC(N)=O)C1CC(CC(C)C)C(=O)O1 (stereo not given) | 0 | 12 | 9 | 34 | 11 | 10 | -0.2 | 0.9 | -5 | -19 | 3
COc1ccc(Nc2nc(-c3c[nH]c4ccccc34)cs2)cc1 | -1 | -239 | 4 | -3 | -27 | -224 | 1.7 | 2.7 | -2 | -115 | 1
Cc1ccc(N2CC(C(=O)NCCN3CCOCC3)CC2=O)cc1 (stereo not given) | -8 | 8 | -4 | -7 | -5 | 11 | 0.0 | -0.2 | -3 | -4 | 5
CN(C)S(=O)(=O)c1cccc(NC(=O)c2ccccc2OCc2ccc(F)cc2)c1 | 102* | -3 | -10 | -8 | -7 | 5 | 0.3 | 0.2 | -4 | -10 | 0
CCCN(C)C1CN(Cc2cn(Cc3cccc(C(F)(F)F)c3)nn2)S(=O)(=O)C1 (stereo not given) | -2 | -2 | · | · | · | · | 0.0 | 0.5 | -8 | -15 | ·
COc1cc(C2C(C#N)=C(N)Oc3n[nH]c(-c4cccnc4)c32)ccc1OCC(N)=O (stereo not given) | 0 | 1 | -2 | 1 | -4 | 8 | 0.1 | -0.7 | -13 | 7 | -3
C=CCN(C(=O)COC(=O)c1cc[n+]([O-])cc1)c1nc(-c2ccccc2)cs1 | -4 | -271 | 7 | -9 | -45 | -254 | 0.3 | 0.7 | -3 | -80 | ·
Cc1cc2ncn(CCCCOc3ccccc3)c2cc1C | 5 | -14 | 5 | -6 | -6 | -12 | 0.5 | -1.2 | -4 | 31 | 0
Nc1nn(-c2ccccc2)c2ccc([N+](=O)[O-])cc12 | -6 | -163 | -3 | -2 | -24 | -62 | -0.2 | 0.2 | -18 | -14 | -4
CCn1c(C)nc2cc(C(=O)NNC(=S)NC(=O)c3ccccc3)ccc21 | 2 | -31 | 1 | -6 | -1 | -20 | 0.5 | -0.9 | -5 | 6 | 4
COc1ccc(OCCOc2ccc(S(=O)(=O)N3CCCC3)cc2[N+](=O)[O-])cc1 | -2 | 2 | 1 | -4 | 8 | 11 | 0.0 | -0.5 | -3 | 16 | -1
COc1cccc(C(=O)Nc2c3c(nn2-c2cccc(C)c2C)CS(=O)C3)c1OC (stereo not given) | 1 | 20 | -2 | 0 | -3 | 6 | -0.1 | 1.3 | · | -28 | 0
CSc1nc2nccc(-c3ccc(-c4ccccc4)cc3)n2n1 | -1 | -32 | -1 | -12 | -5 | -36 | 0.1 | -1.0 | · | -80 | 4
CC(=O)Nc1ccc(-c2ccnc3c2CC(C(=O)Nc2ccccc2)O3)cc1 (stereo not given) | -4 | -15 | -3 | 9 | · | 16 | -0.2 | -1.4 | -4 | -11 | ·
COc1ccc(-c2nnc3n2-c2ccccc2SC3)cc1OC | 0 | 9 | 6 | -7 | 3 | 26 | -0.2 | 3.6 | -6 | -12 | 0
CCS(=O)(=O)C1=NSC2=NC(=O)/C(=C\c3ccc(OS(=O)(=O)c4ccccc4)c(OC)c3)C(=N)N21 | 0 | -18 | -4 | -5 | -3 | -8 | 0.2 | 0.4 | · | -36 | 0
COc1ccc(/C=C2\SC(=S)N(CCC(=O)NCCCN3CCOCC3)C2=O)cc1 | 34 | -2 | 6 | -3 | -8 | -31 | 0.4 | -0.8 | -3 | -3 | -1
